# TNAP act hi DEA: TNAP (human) activation, high acceptor; P05186; activation factor at 20 µM; 200,000 tested, under 10 active; purified TNAP, CDP-star luminescence, 1 M DEA, 30 min; stronger effect = higher value; 0 = EDTA background, 1 = DMSO-only activity;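 active = activation factor at least 2 at 20 µM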
# Target sequence (P05186 whole entry, looked up): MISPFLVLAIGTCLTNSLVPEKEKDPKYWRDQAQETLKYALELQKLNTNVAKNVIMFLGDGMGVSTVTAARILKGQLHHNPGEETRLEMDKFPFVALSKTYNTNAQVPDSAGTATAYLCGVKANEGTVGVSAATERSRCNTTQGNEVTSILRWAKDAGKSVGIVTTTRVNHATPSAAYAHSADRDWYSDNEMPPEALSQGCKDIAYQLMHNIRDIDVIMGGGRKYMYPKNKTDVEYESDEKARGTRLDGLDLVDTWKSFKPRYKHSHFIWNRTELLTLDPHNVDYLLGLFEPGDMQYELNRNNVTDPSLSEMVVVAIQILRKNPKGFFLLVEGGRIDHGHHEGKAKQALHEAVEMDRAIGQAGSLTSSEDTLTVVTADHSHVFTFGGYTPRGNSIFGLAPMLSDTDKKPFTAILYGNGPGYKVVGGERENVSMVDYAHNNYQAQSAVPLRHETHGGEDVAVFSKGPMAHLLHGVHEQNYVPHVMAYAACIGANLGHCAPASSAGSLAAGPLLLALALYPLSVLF
#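 Dosing: 20 µM single point. System: human TNAP. Amount: TNAP 1/800 final. Incubation: 30 min, room temperature. Read-out: TNAP activation factor scaled between EDTA and DMSO control wells. Signal: luminescence from CDP-star hydrolysis. Medium: 1 M DEA, pH 9.8, Mg2+, Zn2+. Control set: EDTA negative control, DMSO positive control.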
# PMI activator: activators of human phosphomannose isomerase; activation factor at 20 µM; 190,000 compounds, 0.005% hits; AID 1214; P34949; purified human PMI, coupled resazurin fluorescence, 20 min; stronger effect = higher value; 1 = vehicle control, 0 substrate-free wells;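 active = activation factor of 2 or more at 20 µM, relative to plate controls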
# Diaph act CS: activates diaphorase or chemically reduces, flagging diaphorase assay artifacts | 190,000 compounds, 0.005% hits | Diaphorase/resazurin coupled assay, resorufin fluorescence, 16 min; stronger effect = higher value; 1 = vehicle wells, 0 = NADH-free wells | AID 1229 | activation factor at 20 µM;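 active = diaphorase activity raised at least twofold by the compound at 20 µM; inactive = activation factor below 2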
#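 System – purified diaphorase enzyme from Clostridium kluyveri · Input – enzyme 0.07 U/mL final · Also added – final NADH 0.114 mM, resazurin 0.1 mM · Measured by – fluorescence of resorufin, 544 nm excitation, 590 nm emission · Timing – 16 min enzyme reaction, ambient temperature · Measure – resorufin increase flagging diaphorase activators or reducers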
# G6PDH CS: inhibits Leuconostoc G6PDH, flagging false hits in G6PDH-based assays | Purified L. mesenteroides G6PDH, diaphorase/resazurin coupled fluorescence, 45 min | inhibition, % at 5 µM | 200,000 compounds, 0.12% hits | AID 1020; in the data active = inhibition above about 50%
# FLuc stim CS: firefly luciferase counter-screen for stimulation assays | activation factor at 10 µM | 200,000 tested, under 10 active | AID 1027 | ATPlite luciferase biochemical, luminescence, 10 min; 0 = ATP-free wells, 1 = DMSO control;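 active = luciferase activation factor, scaled between plate controls, of at least 2 with compound at 10 µM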
# Target sequence (P08659 whole entry, looked up): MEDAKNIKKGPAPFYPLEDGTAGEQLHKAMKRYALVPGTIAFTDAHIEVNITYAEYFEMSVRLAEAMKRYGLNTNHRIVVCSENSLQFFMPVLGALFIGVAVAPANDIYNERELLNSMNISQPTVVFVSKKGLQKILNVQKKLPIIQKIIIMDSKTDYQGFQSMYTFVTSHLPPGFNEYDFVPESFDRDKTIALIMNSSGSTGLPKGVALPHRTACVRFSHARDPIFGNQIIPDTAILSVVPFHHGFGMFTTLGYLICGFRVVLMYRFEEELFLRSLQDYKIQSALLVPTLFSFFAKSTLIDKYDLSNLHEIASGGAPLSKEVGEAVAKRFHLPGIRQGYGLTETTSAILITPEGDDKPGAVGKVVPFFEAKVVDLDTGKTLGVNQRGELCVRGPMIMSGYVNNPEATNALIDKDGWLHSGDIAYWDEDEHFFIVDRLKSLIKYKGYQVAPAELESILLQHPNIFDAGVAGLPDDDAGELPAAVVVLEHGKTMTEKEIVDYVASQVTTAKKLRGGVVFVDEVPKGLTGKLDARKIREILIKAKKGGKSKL
#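 test system = cell-free luciferase reagent | medium = PBS as buffer for the ATP substrate | dosing = test compounds dosed from 2 mM stocks in 100% DMSO | incubation = 10 min at ambient temperature | detection = luminescence measurement of luciferase light output | benchmarks = low control with PBS replacing ATP, high control enzyme plus ATP without compound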
# Efa HMGR inh: blocks class II HMG-CoA reductase of Enterococcus faecalis. inhibition, % at 10 µM. AID 1066. purified E. faecalis HMGR, NADPH absorbance 340 nm kinetic. 190,000 compounds, 0.41% hits;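 active = inhibition above a set limit, the median over all tested compounds plus 3 SD, cut at about 9.5% in these data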;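 also: enzyme runs in reverse so mevalonate oxidation gives rising NADPH absorbance; 0% = complete reaction with DMSO and 100% = background rate lacking mevalonate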
# TNAP inh hi DEA: inhibitors of human TNAP at high phosphate acceptor concentration | purified TNAP, CDP-star luminescence, 1 M DEA | inhibition, % at 20 µM | 200,000 compounds, 0.03% hits | AID 1135;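 active = over 50% inhibition of tissue-nonspecific alkaline phosphatase at 20 µM in the single-dose screen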;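 also: plate controls were DMSO wells for no effect and EDTA-quenched wells as full inhibition for full effect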
# TNAP inh no acc: TNAP (human) inhibition, acceptor-free conditions; P05186; purified TNAP, CDP-star luminescence, 30 min; inhibition, % at 20 µM; 200,000 compounds, 0.26% hits; AID 1012;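 active = tissue-nonspecific alkaline phosphatase inhibition above about 50% at 20 µM in the single-dose screen, limit read from the data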;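 also: 0% = DMSO negative control and 100% = EDTA positive control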
# Diaph inh CS: diaphorase inhibition or chemical oxidation counter-screen | diaphorase resazurin-to-resorufin fluorescence, NADH, 16 min; bacterial (C. kluyveri) enzyme, not human | inhibition, % at 20 µM | 190,000 compounds, 0.69% hits;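 active = primary screen inhibition at 20 µM above a set limit, cut at about 50% in these data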;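 also: plate controls were DMSO with full reaction for no effect and wells lacking NADH for full effect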
#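 Test system: diaphorase enzyme from Clostridium kluyveri; amount: diaphorase at 0.14 U/mL in enzyme working solution; detection: fluorescence of resorufin formed from resazurin, Ex 544/Em 590 nm; times: reaction incubation of 16 min at room temperature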
# PMI act satM6P: activators of human phosphomannose isomerase at near-saturating mannose 6-phosphate; P34949; coupled PMI enzyme assay, resazurin fluorescence, 20 min; stronger effect = higher value; 1 = untreated enzyme, 0 = substrate-free blank; 190,000 compounds, 0.34% hits; AID 1216; activation factor at 20 µM;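 active = activation factor of 2 or more at 20 µM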
#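 Test system: human phosphomannose isomerase with PGI, G6PDH, diaphorase coupling enzymes; amount: 15 ng/mL PMI; incubation: enzyme reaction with compound 20 min at room temperature; technique: resorufin fluorescence (Ex 544/Em 590 nm) from resazurin via diaphorase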
# Active calls of the source: *.
# The line under a structure holds: TNAP inh hi DEA | FLuc stim CS | TNAP act hi DEA | Diaph act CS | PMI act satM6P | G6PDH CS | Efa HMGR inh | Diaph inh CS | PMI activator | TNAP inh no acc
1. CCOC(=O)c1oc2c(CN3CCN(CCO)CC3)c(O)c(CC)cc2c(=O)c1-c1nc2ccccc2s1
→ -3 | 1 | 1 | 0.8 | 1 | 12 | 0 | 16 | 1.1 | -3
2. O=C(Nc1ccccc1-c1nnn(CC(=O)N2CCc3ccccc3C2)n1)C1CCC1
→ 0 | 1 | 1 | 0.9 | 0.9 | 1 | 2 | 14 | 0.8 | -6
3. COc1cc(CN2CCN(c3ccccc3F)CC2)c([N+](=O)[O-])cc1OC
→ 3 | 1 | 1 | 0.6 | 0.3 | 33 | -5 | 40 | 0.6 | -5
4. O=C(CSc1nc(C2CC2)nc2sc3c(c12)CCCC3)NCc1ccco1
→ 2 | 1 | 1 | 1 | 1 | 9 | -3 | 1 | 1 | -7
5. Cc1ccc(NC2=NCC(=O)N2C2CCCC2)cc1
→ -5 | 1.1 | 1 | 1 | 1 | 10 | 0 | 4 | 1.1 | -6
6. CCOC(=O)C1CCCN(c2c(NCCCN3CCCC(C)C3)c(=O)c2=O)C1 (stereo not drawn)
→ 0 | 1 | 1 | 0.9 | 0.9 | -1 | -6 | 6 | 1 | -9
7. Cc1[nH]nc2c1C(c1cccs1)C1=C(CCCC1=O)N2 (stereo not drawn)
→ 1 | 1 | 1 | 0.9 | 1 | 4 | -4 | 5 | 0.9 | -5
8. O=C(Oc1ccc2c(c1)C(=O)c1ccccc1CO2)c1ccccc1
→ -1 | 1 | 1 | 0.8 | 1 | 9 | -5 | 19 | 1 | -9
9. Cc1ccc2oc(=O)c3cnn(CC(=O)NCCN(C)C)c3c2c1
→ -2 | 1 | 1 | 0.9 | 1 | 0 | -3 | 7 | 1 | -12
10. COc1ccc(NC(=O)CSc2ccc(C)cc2)cc1
→ -3 | 1 | 1 | 0.7 | 0.8 | 9 | -1 | 26 | 0.8 | -6
11. CCCN1C(=O)/C(=c2\s/c(=C3\C=Cc4ccccc4N3CC)c(=O)n2-c2ccccc2)SC1=S
→ 5 | 1 | 0.9 | 0.9 | 0.9 | 0 | -3 | 8 | 0.9 | 7
12. Cc1ccc(S(=O)(=O)NNC(=O)c2ccccc2O)cc1
→ -5 | 1 | 1.1 | 0.9 | 0.9 | -2 | 1 | 12 | 1 | -4
13. CCN(CCCn1c(=S)[nH]c2ccc(N3CCOCC3)cc2c1=O)c1ccccc1
→ -4 | 1.1 | 1 | 1 | 1.1 | 9 | -6 | -2 | 1.3 | -4
14. CC(C)(C)C1CCC(OC(=O)CCC(=O)Nc2ccccc2)CC1 (stereo not drawn)
→ 3 | 1 | 1 | 0.7 | 0.8 | 12 | -4 | 25 | 0.7 | -5
15. CCn1c(SCC(=O)OC)nnc1-c1ccccc1
→ -3 | 1 | 1 | 1 | 1.1 | 2 | 1 | 1 | 1.1 | -6
16. O=C(C1CCCN(S(=O)(=O)c2cccc3nonc23)C1)N1CCN(c2cccc(Cl)c2)CC1 (stereo not drawn)
→ 0 | 1.1 | 1 | 0.8 | 0.9 | 0 | 2 | 21 | 0.9 | -2
17. O=C(Nc1nc(-c2ccco2)c(-c2ccco2)s1)C1CC(=O)N(c2ccc3c(c2)OCCO3)C1 (stereo not drawn)
→ 6 | 1 | 0.9 | 0.5 | 1.5 | -32 | -2 | 46 | 1.1 | -4
18. Cc1noc(C)c1COc1ccc(C(=O)OCC(=O)N2CC3(C)CC2CC(C)(C)C3)cc1 (stereo not drawn)
→ -2 | 1 | 1 | 0.9 | 1 | 0 | 0 | 11 | 0.9 | -6
19. C/C(=N\NC(=O)c1ccccc1C)c1ccc(N2CCOCC2)cc1
→ -4 | 1 | 1 | 1 | 1.1 | 1 | -1 | 3 | 1 | -9
20. O=C(Nc1ccc2c3c(cccc13)CC2)c1ccco1
→ -10 | 0.8 | 1.1 | 0.7 | 0.6 | 8 | -4 | 26 | 0.8 | -16
21. N#CC1=C(N)C(C#N)(C#N)C2(C(=O)Nc3ccccc32)C2CCCC=C12 (stereo not drawn)
→ -3 | 1 | 1 | 0.9 | 0.6 | 2 | -4 | 9 | 1 | 1
22. O=C(c1ccccc1)N1CCN(c2nc3ccc([N+](=O)[O-])cc3s2)CC1
→ -3 | 1 | 1 | 1 | 0.9 | 12 | 2 | -1 | 1 | -2
23. CC(C)=NNc1nc(-c2ccc([N+](=O)[O-])cc2)cs1
→ 3 | 1 | 1 | 1 | 1 | 0 | -5 | -4 | 1 | -5
24. Cc1ccc(C)c(NC(=O)CCC(=O)NNC(=O)C(c2ccccc2)c2ccccc2)c1
→ -1 | 1 | 1 | 1.1 | 1.2 | 3 | 1 | -11 | 1.1 | -5
25. CCC(C)c1ccc(NC(=S)NC2CCN(Cc3ccccc3)CC2)cc1 (stereo not drawn)
→ -2 | 1 | 1 | 0.9 | 1 | -12 | -2 | 8 | 0.9 | -37
26. O=C(NCCc1cccs1)C12CN(Cc3ccccc3)CC1C(c1cccc([N+](=O)[O-])c1)=NO2 (stereo not drawn)
→ -8 | 1.1 | 1.1 | 1 | 1 | 20 | 1 | -2 | 1 | 7
27. COc1ccc(S(=O)(=O)N2CCOC2CNC(=O)C(=O)NCCc2c[nH]c3ccccc23)cc1C (stereo not drawn)
→ -7 | 1.1 | 1.1 | 0.9 | 0.9 | 15 | -4 | 12 | 0.9 | -6
28. O=C(CN1CCN(Cc2ccccc2)CC1)NCC1COc2ccccc2O1 (stereo not drawn)
→ -4 | 1.1 | 1 | 0.9 | 1 | 4 | 3 | 14 | 1 | -7
29. CCOC(=O)c1sc(N)c(C(=O)Nc2ccccc2OC)c1C
→ -5 | 1 | 1.1 | 0.9 | 0.7 | 0 | -6 | 10 | 0.4 | -18
30. Cc1ccc(C(=O)N2CCN(C(=O)CN3CCCC3)C2)cc1
→ -4 | 1 | 1 | 0.9 | 1 | -7 | -5 | 11 | 1 | -9
31. O=C(c1cc2ccccc2oc1=O)N1CCSC1c1ccco1 (stereo not drawn)
→ 1 | 1 | 1 | 0.9 | 0.9 | 9 | -1 | 11 | 0.9 | -6
32. CN(CC(=O)Nc1ccc(F)cc1[N+](=O)[O-])Cc1ccccc1
→ -3 | 1 | 1 | 1.1 | 1 | 4 | -4 | -10 | 1 | -8
33. O=C(Nc1cccc(O)c1)c1cc2nc(-c3ccccc3)cc(-c3ccccc3)n2n1
→ 1 | 1 | 1 | 1 | 1 | 16 | 2 | 4 | 0.9 | -9
34. CCN(CC(=O)Nc1ccc(OC)cc1)C(=O)c1ccc([N+](=O)[O-])cc1
→ -4 | 1 | 1 | 1 | 1.1 | 10 | 1 | 0 | 1.1 | -16
35. CSCC[C@H](NC(=O)COc1ccc(Cl)cc1)c1nc2ccccc2[nH]1
→ 1 | 1 | 1 | 0.9 | 0.9 | 10 | -10 | 14 | 0.7 | -21

# An excerpt of these results, in transposed form.
1	CCOC(=O)c1oc2c(CN3CCN(CCO)CC3)c(O)c(CC)cc2c(=O)c1-c1nc2ccccc2s1
2	O=C(Nc1ccccc1-c1nnn(CC(=O)N2CCc3ccccc3C2)n1)C1CCC1
3	COc1cc(CN2CCN(c3ccccc3F)CC2)c([N+](=O)[O-])cc1OC
4	O=C(CSc1nc(C2CC2)nc2sc3c(c12)CCCC3)NCc1ccco1
5	Cc1ccc(NC2=NCC(=O)N2C2CCCC2)cc1
6	CCOC(=O)C1CCCN(c2c(NCCCN3CCCC(C)C3)c(=O)c2=O)C1 (stereo not drawn)
7	Cc1[nH]nc2c1C(c1cccs1)C1=C(CCCC1=O)N2 (stereo not drawn)

Screen / compound no.,1,2,3,4,5,6,7
TNAP inh hi DEA,-3,0,3,2,-5,0,1
FLuc stim CS,1,1,1,1,1.1,1,1
TNAP act hi DEA,1,1,1,1,1,1,1
Diaph act CS,0.8,0.9,0.6,1,1,0.9,0.9
PMI act satM6P,1,0.9,0.3,1,1,0.9,1
G6PDH CS,12,1,33,9,10,-1,4
Efa HMGR inh,0,2,-5,-3,0,-6,-4
Diaph inh CS,16,14,40,1,4,6,5
PMI activator,1.1,0.8,0.6,1,1.1,1,0.9
TNAP inh no acc,-3,-6,-5,-7,-6,-9,-5

8	O=C(Oc1ccc2c(c1)C(=O)c1ccccc1CO2)c1ccccc1
9	Cc1ccc2oc(=O)c3cnn(CC(=O)NCCN(C)C)c3c2c1
10	COc1ccc(NC(=O)CSc2ccc(C)cc2)cc1
11	CCCN1C(=O)/C(=c2\s/c(=C3\C=Cc4ccccc4N3CC)c(=O)n2-c2ccccc2)SC1=S
12	Cc1ccc(S(=O)(=O)NNC(=O)c2ccccc2O)cc1
13	CCN(CCCn1c(=S)[nH]c2ccc(N3CCOCC3)cc2c1=O)c1ccccc1
14	CC(C)(C)C1CCC(OC(=O)CCC(=O)Nc2ccccc2)CC1 (stereo not drawn)

Screen / compound no.,8,9,10,11,12,13,14
TNAP inh hi DEA,-1,-2,-3,5,-5,-4,3
FLuc stim CS,1,1,1,1,1,1.1,1
TNAP act hi DEA,1,1,1,0.9,1.1,1,1
Diaph act CS,0.8,0.9,0.7,0.9,0.9,1,0.7
PMI act satM6P,1,1,0.8,0.9,0.9,1.1,0.8
G6PDH CS,9,0,9,0,-2,9,12
Efa HMGR inh,-5,-3,-1,-3,1,-6,-4
Diaph inh CS,19,7,26,8,12,-2,25
PMI activator,1,1,0.8,0.9,1,1.3,0.7
TNAP inh no acc,-9,-12,-6,7,-4,-4,-5

15	CCn1c(SCC(=O)OC)nnc1-c1ccccc1

Screen / compound no.,15
TNAP inh hi DEA,-3
FLuc stim CS,1
TNAP act hi DEA,1
Diaph act CS,1
PMI act satM6P,1.1
G6PDH CS,2
Efa HMGR inh,1
Diaph inh CS,1
PMI activator,1.1
TNAP inh no acc,-6

# Bioassay records (PubChem BioAssay)

# Random draw from the library, and some 1.7% of all compounds hit somewhere here.
